D2 potentiator – HTS Assay for Positive Allosteric Modulators of the Human D2 Dopamine Receptor: Primary Screen for Potentiators. hit rate 0.34% among 340,000. HEK293 T-REx D2, calcium flux, EC20 dopamine potentiation. potentiation, % at 10 µM. AID 485347, 2010;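 active = potentiation over 3 SD above the plate norm, cut at about 30% in these data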; also: 0% is about no effect
Target sequence (P14416 whole entry, looked up): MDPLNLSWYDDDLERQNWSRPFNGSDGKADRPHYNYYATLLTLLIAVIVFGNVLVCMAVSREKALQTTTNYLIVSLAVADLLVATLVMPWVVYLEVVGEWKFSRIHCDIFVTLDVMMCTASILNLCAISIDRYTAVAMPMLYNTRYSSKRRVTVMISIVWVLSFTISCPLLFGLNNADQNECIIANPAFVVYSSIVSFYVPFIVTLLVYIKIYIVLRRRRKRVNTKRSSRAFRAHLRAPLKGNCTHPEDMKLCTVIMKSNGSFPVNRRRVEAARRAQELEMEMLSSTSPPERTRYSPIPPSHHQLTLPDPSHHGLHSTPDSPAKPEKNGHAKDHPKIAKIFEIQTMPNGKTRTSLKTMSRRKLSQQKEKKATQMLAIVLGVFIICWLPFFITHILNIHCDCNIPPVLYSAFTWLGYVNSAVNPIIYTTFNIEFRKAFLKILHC
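Using a no-wash calcium dye in inducible, force-coupled HEK293 Trex cells expressing D2, we tracked fluorescence each second for 180 s after compound, then for 180 s after EC20 dopamine to detect augmented signalling.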
D1 ag – Allosteric Agonists of the Human D1 Dopamine Receptor: qHTS; D(1A) dopamine receptor (Homo sapiens), P21728; HEK293 T-REx D1 cells, calcium flux, agonist mode; activation, % at 2 µM; hit rate 1% among 360,000; also: 0% is about no effect
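Inducible HEK293 T-REx D1 cells, force-coupled to calcium signalling, were plated at 4000 cells/well with tetracycline and held overnight at 30 C. After no-wash calcium dye loading, compound-evoked calcium rise over 180 s flagged agonists.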
D2 antagonist – HTS Assay for Allosteric Antagonists of the Human D2 Dopamine Receptor: Primary Screen for Antagonists; D(2) dopamine receptor (Homo sapiens), P14416; HEK293 TREx D2 cells, calcium flux, dopamine EC80; inhibition, % at 10 µM; hit rate 2% among 340,000; in the data active = inhibition above about 30%; also: 0% is about no effect
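Calcium mobilization kinetics were recorded at 1 s intervals in tetracycline-induced HEK293 T-REx D2 cells, first for 180 s after compound addition and then 180 s after EC80 dopamine.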
D2 agonist – HTS Assay for Allosteric Agonists of the Human D2 Dopamine Receptor: Primary Screen for Agonists; D(2) dopamine receptor (Homo sapiens), P14416; HEK293 T-REx D2 cells, calcium flux agonist mode; activation, % at 2 µM; hit rate 0.53% among 340,000; AID 485358, 2010;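 active = activation over 3 SD above normal in the single-dose calcium agonist read, cut at about 30% in these data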; also: 0% is about no effect
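Tetracycline-induced HEK293 Trex cells with D2 receptor force-coupled to calcium signaling, plated overnight at 30 C and loaded with no-wash calcium dye. Calcium flux read kinetically for 180 s after compound addition; responses flag agonists.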
TRHR enhancer – qHTS for Small Molecule Agonists and Allosteric Enhancers of Human TRH Receptor: Primary Screen for Enhancers; Thyrotropin-releasing hormone receptor (Homo sapiens), P34981; enhancement, % at 2 µM; hit rate 0.66% among 360,000; TRHR cells, fluo-8 calcium fluorescence, EC20 TRH enhancement; in the data active = enhancement above about 30%; also: 0% is about no effect
Target sequence (P34981 whole entry, looked up): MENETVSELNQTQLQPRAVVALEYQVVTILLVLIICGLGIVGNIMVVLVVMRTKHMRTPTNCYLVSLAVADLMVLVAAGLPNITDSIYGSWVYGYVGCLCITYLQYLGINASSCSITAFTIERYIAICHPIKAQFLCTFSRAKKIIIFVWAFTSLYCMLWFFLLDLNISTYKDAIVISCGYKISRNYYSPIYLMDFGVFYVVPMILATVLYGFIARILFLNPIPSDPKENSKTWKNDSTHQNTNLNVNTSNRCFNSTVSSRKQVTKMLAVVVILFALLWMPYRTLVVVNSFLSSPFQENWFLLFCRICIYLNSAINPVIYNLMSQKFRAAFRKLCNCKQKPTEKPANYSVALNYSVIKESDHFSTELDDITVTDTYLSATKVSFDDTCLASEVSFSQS
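Enhancer read-out: after compound pinning and an initial kinetic agonist-mode read, an EC20 of TRH (10 nM final) was injected and fluo-8 calcium signal (Ex 480/Em 530) followed at 1 s/cycle for 100 cycles in TRHR-expressing cells.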
D1 PAM – Potentiators of Human D1 Dopamine Receptor: qHTS; D(1A) dopamine receptor (Homo sapiens), P21728; HEK293 TREx D1 cells, calcium flux, dopamine EC20 potentiation; potentiation, % at 10 µM; hit rate 0.036% among 360,000; in the data active = potentiation above about 30%; also: 0% is about no effect
TRHR agonist – qHTS for Small Molecule Agonists and Allosteric Enhancers of Human TRH Receptor: Primary Screen for Agonists. TRHR cells, calcium flux fluo-8, FDSS agonist mode. hit rate 0.18% among 360,000. AID 493084, 2011. activation, % at 2 µM; also: 0% is about no effect
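Fluo-8-loaded TRHR cells; 10 s baseline, compound added, kinetic Ca2+ fluorescence read 1/s, agonist mode.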
RXFP1 antagonist – qHTS Assay for Antagonists of the Relaxin Receptor RXFP1; Relaxin receptor 1 (Homo sapiens), Q9HBX9; HEK293-RXFP1, relaxin-stimulated cAMP HTRF, 30 min; active compounds read low; activity change, negative = inhibition, % at 57.5 µM; hit rate 0.59% among 350,000;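 active = activity change of -60% or lower, but not beyond a set lower limit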; also: % is scaled to controls: 0 for no effect and ±100 for the full control effect
D1 antagonist – Antagonist of Human D 1 Dopamine Receptor: qHTS; D(1A) dopamine receptor (Homo sapiens), P21728; HEK293 TREx D1 cells, calcium flux, dopamine EC80; active compounds read low; activity change, negative = inhibition, % at 10 µM; hit rate 3.2% among 360,000; in the data active = activity change below about -30%; also: % is scaled to controls: 0 for no effect and ±100 for the full control effect
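Inducible Hek293 Trex D1 cells (tetracycline, overnight, 30 C). Calcium dye 30–90 min RT. Antagonist mode: EC80 dopamine added after 180 s compound read.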
Numbers without * were called inactive; x = no result given; & = joins results of further samples. Rule as the data show it, unless noted: active = activation above about 30%; inactive = the rest. Hits appear at their usual frequency (roughly 7.1% active in at least one column).

No. | SMILES | D2 potentiator | D1 ag | D2 antagonist | D2 agonist | TRHR enhancer | D1 PAM | TRHR agonist | RXFP1 antagonist | D1 antagonist
1 | OCC1(Cc2cccc(Cl)c2)CCCN(Cc2cnn(-c3ccccc3)c2)C1 (stereo not drawn) | -28 | 4 | -68 | 1.6 | 9 | -5 | 1.3 | -12 | 4
2 | COc1ccc(CCNC(=S)Nc2ccc(OC)cc2)cc1 | 3 | 1 | x | x | -1 | -8 | -0.7 | -12 | -15
3 | CCOc1ccc(NC(=O)CSc2nc3ccccc3nc2N2CC(C)OC(C)C2)cc1 (stereo not drawn) | 8 | 6 | x | x | 4 | 0 | 0.1 | 5 | -23
4 | O=C(Nc1nnc(C2CC2)s1)c1cccnc1Oc1ccc(Cl)cc1 | 5 | 1 | -11 | 0.6 | 0 | -3 | -0.6 | -3 | 4
5 | COC(=O)C1=C(C)NC2=C(C(=O)CCC2)C1c1cccc(C)n1 (stereo not drawn) | 15 | 1 | -13 | 0.6 | -2 | 7 | 0.2 | -8 | -1
6 | O=C(O/N=C1\CCCc2ccccc21)c1cccc(Cl)c1 | -1 | 3 | -12 | 0.4 | -12 | -4 | 1.3 | -18 | 5
7 | O=[N+]([O-])c1ccc(NC(=S)N2CCc3ccccc32)cc1 | 5 | 2 | x | x | 3 | -3 | 0.0 | 5 | -10
8 | O=C(CN1C(=O)NC2(CCc3ccccc32)C1=O)NCC(=O)Nc1ccc(F)cc1 (stereo not drawn) | -9 | 2 | 28 | 0.6 | -4 | x | -0.3 | 3 | 6
9 | Cc1ccccc1OCCCn1c(-c2ccc(Cl)cc2)nc2ccccc2c1=O | 0 | 3 | x | x | 3 | -2 | -0.8 | -7 | 5
10 | CCOC(=O)c1ccc(Oc2nc(NC(C)(C)C)nc(N(C)C)n2)cc1 | 16 | 0 | 13 | -1.6 | 0 | -3 | -2.2 | -23 | 8
11 | CC(C)(C)c1ccc(C(CC(=O)O)NC(=O)CSc2ccccc2)cc1 (stereo not drawn) | 21 | 8 | -7 | 0.1 | 6 | -4 | 0.7 | -16 | -7
12 | COc1cc2c(cc1OC)C(C(=O)O)C(c1ccc(C)o1)N(C)C2=O (stereo not drawn) | 12 | 1 | -4 | 0.4 | 4 | -3 | 1.3 | -6 | 2
13 | CC(=O)c1cccc(NS(=O)(=O)c2ccc3c(c2)NC(=O)CC(=O)N3)c1 | -2 | 1 | x | 0.9 | 9 | 0 | 0.7 | 2 | 16
14 | CSc1ccc(CCNC(=O)c2sc3ncccc3c2-n2cccc2)cc1 | -8 | 16 | x | -0.4 | -2 | 0 | 0.2 | -27 | -2
15 | CCCc1cc(=O)n2nc(N3CCC(C(=O)NCc4ccc(C)o4)CC3)sc2n1 | -7 | 0 | -3 | 0.4 | 2 | 3 | 0.1 | -1 | -2

Carrying on:
No. | SMILES | D2 potentiator | D1 ag | D2 antagonist | D2 agonist | TRHR enhancer | D1 PAM | TRHR agonist | RXFP1 antagonist | D1 antagonist
16 | NC(=O)c1cc([N+](=O)[O-])c(Cl)cc1NCc1ccccn1 | 3 | 12 | -9 | -0.5 | -3 | -3 | -0.4 | x | -19
17 | CC(Oc1ccc(Cl)cc1)C(=O)N(C)CC(=O)Nc1ccc(N2CCOCC2)cc1 (stereo not drawn) | 3 | 2 | 1 | 1.9 | -3 | -2 | 0.1 | -3 | 11
18 | Cc1c(NC(=O)CNCc2ccc3c(c2)OCO3)c(=O)n(-c2ccccc2)n1C | -16 | 0 | -8 | 1.3 | -4 | -2 | 0.5 | -26 | -2
19 | O=C(/C=C/Nc1cccc(C(F)(F)F)c1)C(F)(F)F | x | 4 | x | x | 2 | 1 | 0.0 | -9 | 5
20 | COc1cc(NC(=O)C2CCN(S(=O)(=O)c3cccc4nonc34)CC2)cc(OC)c1 | -2 | 0 | 2 | -0.2 | 1 | -2 | -0.6 | -7 | -10
21 | COc1ccc(CNS(=O)(=O)c2cc(-c3cc(C)no3)ccc2C)cc1OC | -5 | 5 | 3 | -1.0 | 1 | -6 | 0.5 | 2 | -5
22 | Cc1c(/C=C(\CC(=O)O)c2nc3ccccc3s2)cc(C#N)n1C | -3 | 7 | -21 | -1.3 | 5 | -4 | -1.1 | 8 | -6
23 | COc1ccc(CN2CCCCC2C)cc1C (stereo not drawn) | -5 | 5 | -7 | 4.1 | -2 | 0 | 1.2 | -16 | -19
24 | COC(=O)c1cccc(-c2ccc(/C=N/N3C(=O)C4C5C=CC(C6CC56)C4C3=O)o2)c1 (stereo not drawn) | -1 | 2 | 32* | -0.2 | 6 | -2 | -0.4 | -35 | -4
25 | Clc1ccccc1C1SCC2Nc3ccccc3CN21 (stereo not drawn) | x | 1 | x | x | -3 | -3 | 0.3 | -3 | 1
26 | COC(=O)c1scc(-c2ccc(C)cc2)c1S(=O)(=O)N1CCN(c2cccc(Cl)c2)CC1 | 9 | 2 | x | 1.3 | 4 | 0 | 0.6 | x | -8
27 | CSCCC(NC(=O)c1ccco1)C(=O)NCC1CCCO1 (stereo not drawn) | -2 | 2 | 22 | 0.3 | 4 | -5 | 1.2 | 1 | -5
28 | Cn1cc(-c2nnnn2-c2cccc(C(F)(F)F)c2)c(C(F)(F)F)n1 | 15 | 26 | 23 | 1.2 | 18 | -11 | -0.8 | -10 | -37*
29 | CCOC(=O)C1=C(C)Nc2ncnn2C1c1cccnc1 (stereo not drawn) | -7 | 2 | 12 | -0.4 | 1 | -5 | -0.6 | -9 | 2
30 | O=C(NC1CCCCC1)c1ccc(CSc2nc3ccncc3n2Cc2ccccc2F)cc1 | 2 | 2 | x | 0.7 | 6 | -1 | 0.2 | -6 | -7

Carrying on.
No. | SMILES | D2 potentiator | D1 ag | D2 antagonist | D2 agonist | TRHR enhancer | D1 PAM | TRHR agonist | RXFP1 antagonist | D1 antagonist
31 | CCCOc1ccc(CC(=O)NCC2(c3ccccc3)CCOCC2)cc1OC | x | 0 | x | x | -3 | -17 | -1.0 | 2 | -21
32 | Cc1cc(NC(=O)c2ccc([N+](=O)[O-])cc2Cl)ccc1NC(=O)c1ccco1 | -3 | 2 | 3 | 1.2 | -2 | -8 | 0.0 | -4 | 7
33 | CCn1nc(-c2ccccc2)c(-c2ccccc2)c(C(=O)Nc2ccccc2C#N)c1=O | 5 | 2 | x | -0.1 | -4 | 2 | -0.6 | -20 | -2
34 | CCCc1cc(=O)[nH]c(SCC(=O)Nc2ncc(S(=O)(=O)c3ccc([N+](=O)[O-])cc3)s2)n1 | -1 | 3 | -2 | -0.2 | 3 | 4 | -0.1 | -6 | -12
35 | O=C(CSc1nnc2ccccn12)NNC(=O)c1ccc(F)cc1 | -2 | 0 | -4 | 1.4 | 1 | -6 | 0.7 | -17 | 14
36 | COC(=O)c1cc(S(=O)(=O)NCC2CCN(Cc3ccc(C)cc3)CC2)cn1C | -2&-5 | 17&13 | 3 | -0.7 | 0&-3 | -3&0 | 0.7&0.3 | 9 | 7&-14
37 | COc1cc(OC)c(NC(=S)Nc2cccc(C)c2)cc1Cl | -15 | 4 | -19 | 0.3 | 0 | -7 | 0.5 | 20 | 2
38 | CN1CCN(NC(=O)c2cc(Br)ccc2Cl)CC1 | 8 | 3 | -27 | 0.0 | 3 | 1 | 0.8 | -22 | -3
39 | CCCn1ccc2c(OCC(=O)Nc3ccccc3OCC)cccc2c1=O | 4 | 4 | x | 1.2 | 0 | 2 | -0.1 | x | x
40 | CCOC(=O)C1=C(NC#N)OC(C)=C(C)C1c1ccc(O)cc1 (stereo not drawn) | 7 | -2 | 0 | 0.2 | 12 | 1 | -0.5 | -4 | 6
41 | COc1ccc(S(=O)(=O)/N=C2\C=C(NS(=O)(=O)c3ccccc3)C(=O)c3ccccc32)cc1 | 3 | -1 | -12 | -0.6 | -1 | -2 | 0.2 | 2 | -5
42 | Cc1nnc(N2C(=O)c3cccc4c([N+](=O)[O-])ccc(c34)C2=O)s1 | -2 | 8 | -5 | 1.7 | -7 | 0 | 5.5 | 7 | -13
43 | CCOC(=O)C(=NCCCN(C)C)NNc1cc(C(F)(F)F)ccc1Cl | -14 | 3 | 35* | -0.7 | -4 | -6 | -1.7 | 7 | -2
44 | Cc1ccc(-c2nc3c(cnn3-c3ccccc3)c(=O)n2-c2ccc(Cl)cc2)cc1 | -3 | 1 | x | -1.5 | 1 | -2 | 0.3 | -8 | 5
45 | c1ccc2c(c1)NC1(CCCC1)n1c-2nc2ccccc21 | 2 | 1 | -42 | -1.0 | -4 | -3 | -1.0 | -33 | -9

(listing goes on)
No. | SMILES | D2 potentiator | D1 ag | D2 antagonist | D2 agonist | TRHR enhancer | D1 PAM | TRHR agonist | RXFP1 antagonist | D1 antagonist
46 | CC(C)CC(=O)NS(=O)(=O)c1ccc(NS(C)(=O)=O)cc1 | 7 | 1 | -2 | 0.7 | 12 | 16 | 0.2 | 6 | -6
47 | CC(OC(=O)CCCN=C1NS(=O)(=O)c2ccccc21)C(=O)c1ccccc1 (stereo not drawn) | 2 | 45* | -4 | 8.2 | 5 | 0 | 7.5 | -16 | -1
48 | COC(=O)c1cc(NC(=O)c2oc(=O)c3ccccc3c2-c2ccccc2)cc(C(=O)OC)c1 | 2 | 0 | x | -0.9 | -3 | 4 | 0.7 | x | 5
49 | COc1ccc(C(C)=O)cc1COC(=O)C(CO)NS(=O)(=O)c1ccc(Br)cc1 (stereo not drawn) | 1 | 1 | -18 | 2.9 | -6 | -7 | -0.2 | 5 | -17
50 | O=C(COC(=O)Cn1cnc2ccccc2c1=O)NCC12CC3CC(CC(C3)C1)C2 | 7 | 0 | 4 | 2.5 | 0 | -5 | 0.1 | 14 | -21
51 | CCC/C(O)=C1\C(=O)CC(C)(C)CC1=Nc1ccccc1O | -16 | 2 | -12 | 0.0 | -2 | 2 | -1.8 | -31 | -2
52 | O=C(Nc1ccccc1N1CCOCC1)c1cccc(S(=O)(=O)N2CCOCC2)c1 | 19 | -1 | -5 | -0.3 | 2 | -2 | -0.4 | -8 | -1

Screening results from PubChem BioAssay.
